Screening data: PubChem BioAssay, several laboratories
Rpn11 inh: Rpn11 (human) deubiquitinase inhibition. human 26S proteasome, Ub4-pepOG fluorescence polarization; 20S core pre-blocked with epoxomicin. 360,000 compounds, 0.59% hits. calls only at 20 µM. O00487;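 active = inhibition at 20 µM, scaled to each plate's controls, above about 33%, limit read from the data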
Neddyl block: inhibitors of human cullin neddylation | TR-FRET cullin neddylation, biochemical | calls only at 25 µM | 360,000 compounds, 0.58% hits; in the data active = inhibition above about 36%
PABP1 MLLE inh: blocks PAM2 peptide binding to the PABP1 MLLE domain. P11940. 360,000 compounds, 0.36% hits. GST-MLLE / FITC-PAM2 fluorescence polarization. inhibition, % at 20 µM; in the data active = inhibition above about 35%, passing the limit was not always enough;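 also: plate controls were DMSO wells with GST-MLLE for no effect and wells lacking GST-MLLE protein for full effect; some results filed as inactive read as strong as hits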
Target sequence (P11940 whole entry, looked up, the tested form may be a part): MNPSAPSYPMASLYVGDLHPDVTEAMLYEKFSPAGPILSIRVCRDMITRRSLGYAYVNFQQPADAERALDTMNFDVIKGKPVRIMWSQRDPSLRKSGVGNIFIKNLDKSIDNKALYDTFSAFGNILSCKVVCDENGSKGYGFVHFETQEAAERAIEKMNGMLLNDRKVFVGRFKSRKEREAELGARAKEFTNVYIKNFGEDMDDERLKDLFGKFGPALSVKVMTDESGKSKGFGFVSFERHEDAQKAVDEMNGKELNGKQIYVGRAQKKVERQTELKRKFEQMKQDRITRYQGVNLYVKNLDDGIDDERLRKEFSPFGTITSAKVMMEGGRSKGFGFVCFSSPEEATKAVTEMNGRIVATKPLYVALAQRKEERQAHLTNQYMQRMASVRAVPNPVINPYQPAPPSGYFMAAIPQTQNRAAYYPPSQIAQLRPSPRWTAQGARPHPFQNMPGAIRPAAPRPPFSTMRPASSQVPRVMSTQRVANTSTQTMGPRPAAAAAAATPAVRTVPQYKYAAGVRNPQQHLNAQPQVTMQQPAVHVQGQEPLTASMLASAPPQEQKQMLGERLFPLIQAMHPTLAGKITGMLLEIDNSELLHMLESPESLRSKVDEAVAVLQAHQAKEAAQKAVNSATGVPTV
FAS-TE inh: inhibitors of human fatty acid synthase thioesterase domain | P49327 | AID 602261 | 360,000 compounds, 0.67% hits | inhibition, % at 15 µM | recombinant FAS-TE, OMFH fluorogenic substrate, fluorescence endpoint;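 active = compounds whose normalised, plate-corrected inhibition of enzyme fluorescence in the single-dose primary screen is 50% or more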;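 also: 0% = DMSO with enzyme and 100% = substrate without enzyme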
SKN-1 block: inhibitors of C. elegans SKN-1; inhibition, % at 21.8 µM; 360,000 compounds, 0.49% hits; C. elegans VP596 Pgst-4::GFP/RFP ratio, acrylamide-induced, 24 h;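 active = interference check ratio from 0.5 to 1.5 plus GFP to RFP signal ratio inhibition reaching or exceeding a fixed threshold, cut at about 30% in these data, passing the limit was not always enough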; also: some compounds called inactive have numbers as strong as hits
NadD inh: inhibitors of Staphylococcus aureus NadD. inhibition, % at 20 µM. 360,000 compounds, 0.78% hits. purified NadD enzyme, colorimetric absorbance read-out; in the data active = inhibition above about 26%; also: some compounds past the cut are filed as inactive
MT1-MMP act inh: inhibitors of human MT1-MMP activation. P50281. HT1080 RFP-PRO-GFP cells, GFP/RFP ratio fluorescence, overnight; percent of plate control window, DMSO zero. GFP/RFP ratio change, % at 20 µM. 360,000 compounds, 0.061% hits;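 active = GFP/RFP ratio change of at least 30% with cell ATP level not reduced by more than half and red fluorescence within 50% of control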; also: strong numbers were not always called active
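Material – HT1080 RFP-PRO-GFP cells · Control set – DMSO wells and RFP-L50D-GFP cells · Incubation – overnight cell settling, then overnight compound exposure, 37 °C, 5% CO2 · Compound dosing – single-point 20 µM compound, 1% DMSO · Read-out – GFP/RFP fluorescence ratio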
Rin1-Abl PPI inh: blocks binding of human Rin1 to Abl; 360,000 compounds, 0.4% hits; P00519+Q13671; inhibition, % at 7.35 µM; TR-FRET Rin1/Abl binding, biochemical; in the data active = inhibition above about 5%, passing the limit was not always enough
CSN deneddyl inh: inhibitors of human CSN-mediated cullin deneddylation; 360,000 compounds, 0.38% hits; Q92905; inhibition, % at 12.5 µM; Purified CSN, SCF-Nedd8-OG deneddylation, fluorescence polarization;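 active = pattern-corrected inhibition above about 35%, with an unprinted fluorescence ratio check between 0.5 and 1.5, limit read from the data, passing the limit was not always enough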;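 also: 0% = enzyme with substrate and 100% = substrate without enzyme; some results filed as inactive read as strong as hits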
Target sequence (Q92905 whole entry, looked up, one chain of several): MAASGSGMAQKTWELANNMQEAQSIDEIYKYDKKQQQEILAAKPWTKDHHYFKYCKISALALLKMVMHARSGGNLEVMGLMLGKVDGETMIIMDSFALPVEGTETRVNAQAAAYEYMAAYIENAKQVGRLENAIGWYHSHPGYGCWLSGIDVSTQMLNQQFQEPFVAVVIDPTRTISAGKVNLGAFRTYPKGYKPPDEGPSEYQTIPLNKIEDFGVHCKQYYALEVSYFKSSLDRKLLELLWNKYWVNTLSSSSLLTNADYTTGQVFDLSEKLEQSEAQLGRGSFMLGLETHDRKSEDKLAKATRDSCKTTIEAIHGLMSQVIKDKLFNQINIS
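Material: human Csn5 produced in HEK293T cells; Input: enzyme 0.24 nM; Reagent: SCFSkp2-Nedd8OG substrate at 10 nM final; Dosing: 12.5 µM compound; Incubation: 90 min reaction at room temperature; Detection: fluorescence polarization of the substrate; Evaluation: % inhibition of substrate cleavage by Csn5; Control set: substrate-only high control, full reaction low control.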
Starred values were filed as active, the others as inactive; i = inactive; / = not tested or not shown. Compounds were not picked by outcome, and some 3.9% of all compounds hit somewhere here.

SMILES	Rpn11 inh	Neddyl block	PABP1 MLLE inh	FAS-TE inh	SKN-1 block	NadD inh	MT1-MMP act inh	Rin1-Abl PPI inh	CSN deneddyl inh
Cc1cc(OC(C)C(=O)NCCCN2CCOCC2)c2c(C)cc(=O)oc2c1 (stereo unspecified)	i	/	5	-1	-5	-8	-2	1	0
CC(=O)c1cccc(NC(=O)c2ccc3ccccc3c2)c1	i	i	-3	13	0	-1	3	3	-1
Cc1ccc(S(=O)(=O)N2CCCCC2)cc1C(=O)NCc1ccccn1	i	i	-6	-5	4	3	4	2	-3
CCOC(=O)N1CCN(CC(O)c2ccc3cc[nH]c3c2)CC1 (stereo unspecified)	i	i	-5	-6	1	2	5	0	3
O=C(CSc1nc2cc(Cl)ccc2o1)c1cccs1	i	i	-51	14	-9	-15	6	2	-1
COc1ccccc1-n1c(SCc2cc(=O)oc3cc(O)ccc23)nc2ccccc2c1=O	i	/	-16	21	2	32*	-11	1	8
COCCNCC(=O)NCC12CC3CC(CC(C3)C1)C2	i	i	2	-1	4	-2	10	1	0
CCC(C)(C)NC(=O)C(c1ccccc1Cl)N(C(=O)CCC(=O)Nc1cc(C)on1)c1ccc(NC(C)=O)cc1 (stereo unspecified)	i	i	-5	-23	18	1	-1	4	-4
O=P(O)(OCc1ccccc1)OCc1ccccc1	i	i	3	-4	-7	3	0	2	1
COc1ccccc1NC1=CC(=O)CC(c2ccccc2)C1 (stereo unspecified)	i	i	1	-7	5	0	-5	-3	2
O=C1OCCC1Sc1nnc(-c2ccco2)n1-c1ccccc1 (stereo unspecified)	i	i	-26	-7	-8	-2	-2	1	2
CCCCn1c(N)c(N(CC(C)C)C(=O)c2ccc(S(=O)(=O)N(CC)c3ccccc3)cc2)c(=O)[nH]c1=O	i	i	-26	0	17	4	-4	1	1
CC1C(=O)Nc2ccccc2N1C(=O)c1cccc(C(F)(F)F)c1 (stereo unspecified)	i	i	12	-4	5	3	-1	2	0
CCOC(=O)c1c(N)n(C2CC(C)(C)NC(C)(C)C2)c2nc3ccccc3nc12	i	/	8	-4	6	-2	10	-9	-5
O=C1C2CCCN2C(c2cccc(Br)c2)N1c1ccc(F)cc1 (stereo unspecified)	i	i	-3	-2	24	-3	0	-1	-3
NS(=O)(=O)c1cccnc1Nc1cccc(Cl)c1Cl	i	i	2	1	4	2	-2	-2	-3
O=[N+]([O-])c1cccnc1Nc1ccc(Cl)cc1	i	i	-9	1	24	-9	1	-4	4
CCCCNC(=O)C[C@@H]1C[C@@]2(C(=O)OC)CCCCC=C2N(Cc2cccc3ccccc23)C1=O	/	i	/	12	-3	2	-13	/	3
C/C(Cn1cnc([N+](=O)[O-])n1)=N\NC(=O)c1ccc(O)cc1O	i	i	13	-4	7	5	8	1	3
CCC(C)C1Nc2ccc(C(=O)NCCc3ccc(OC)c(OC)c3)cc2NC1=O (stereo unspecified)	i	i	-2	-6	-6	-9	-1	-1	-2
Cc1c(C(=O)N2CCN(c3ccccn3)CC2)oc2c1C(=O)CC(C)(C)C2	i	i	2	-5	1	0	1	0	1
CC(Sc1nnc(-c2ccncc2)n1C)C(=O)NCC(=O)Nc1ccc(F)c(F)c1F (stereo unspecified)	i	i	-21	-4	14	3	2	-1	2
CCCN(C)C[C@@H]1OCCCC[C@@H](C)Oc2ccc(NS(=O)(=O)c3ccc(OC)cc3)cc2C(=O)N([C@H](C)CO)C[C@@H]1C	i	i	2	-6	16	-2	4	8	-2
CCCCn1c(N)c(N(CC(C)C)C(=O)C2CC(=O)N(c3ccccc3C(C)CC)C2)c(=O)[nH]c1=O (stereo unspecified)	i	i	-38	-8	9	4	-5	4	4
Cc1cccc(S(=O)(=O)NC(=O)C2(C)CCN2C(=O)c2sccc2C)c1 (stereo unspecified)	i	i	1	-4	20	0	2	-3	-3
CC(=O)N1CCN(c2ccc(NC(=O)c3ccccc3C)cc2)CC1	i	i	-3	-5	2	-6	-2	0	2
C=CCn1c(=O)c(C(=O)NCc2ccccc2)c(O)c2ccccc21	i	i	-14	22	0	8	3	-7	-2
CN=c1nc(-c2ccccc2)n(-c2ccccc2)s1	i	i	-54	-26	-10	2	0	-2	-2
CN(C)c1cccc(C(=O)N/N=C/c2ccccc2F)c1	i	i	-9	0	4	-7	1	3	1
COc1cc(OC)cc(-c2c(C#Cc3ccsc3)c3cc(-c4cccc5[nH]ccc45)ccc3n2C)c1	i	i	4	47	-7	22	-5	1	9
O=S1(=O)CC(N2CCCCC2)CN1Cc1ccc(F)cc1 (stereo unspecified)	i	i	-12	-4	-14	-5	4	1	2
CN1CCN(c2ccc(S(=O)(=O)N3CCCCC3)cc2NC(=O)/C=C/c2ccc(OC(F)F)cc2)CC1	i	i	-94	6	-4	7	0	2	0
COc1cccc(NC(=O)CC2Oc3ccccc3NC2=O)c1 (stereo unspecified)	i	i	-1	0	2	3	-1	3	-5
COc1ccccc1CCNC(=O)NC1CCCCC1	i	i	-3	-8	11	-2	2	0	4
O=c1[nH]c2ccc(Cl)cc2c(-c2ccccc2)c1N1CCN(c2ccccn2)CC1	i	i	1	31	4	10	5	1	-1
CCN(CC)CCNC(=O)Cn1nc(-c2ccccc2)c2ccccc2c1=O	i	i	10	-4	16	-4	1	0	4
COc1ccc(NC(=O)c2ccc(NC(=O)C3COc4ccccc4O3)cc2)c(OC)c1 (stereo unspecified)	i	i	2	-5	7	6	-4	3	5
COc1cccc(CNC(=O)Cn2cc3c(n2)CCCCC3)c1	i	i	-9	-3	6	-7	2	0	-1
COc1ccc(CC(=O)NCC(=O)N/N=C/c2ccc(C)o2)cc1	i	i	-7	-11	-1	-4	0	-1	-11
COc1cccc(CN(Cc2cccnc2)S(=O)(=O)c2ccc(-n3cnnn3)c(C)c2)c1	i	i	0	-1	0	2	6	1	3
COc1ccccc1N1CCN(Cc2ccc(Br)o2)CC1	i	i	7	-3	-8	10	4	1	-5
Cc1ccccc1NC(=O)Cc1nnc(SCC(=O)NC2CCCCC2)n1C	i	i	3	-5	4	-6	-2	1	1
Cc1ccc(S(=O)(=O)NC(C(=O)N2CCOCCOCCOCCOCC2)C(C)C)cc1 (stereo unspecified)	i	i	9	-4	1	2	3	4	-4
COC(=O)c1ccccc1C(=O)N1CC(O)CO1 (stereo unspecified)	i	i	-1	-6	-7	4	0	3	-10
CC1CCc2nc3ccc(S(=O)(=O)N4CCC(C(=O)NCc5ccccc5Cl)CC4)cc3c(C(=O)O)c2C1 (stereo unspecified)	i	i	-21	-2	11	14	-12	-3	6
CC(C)c1[nH]c(=O)c(C#N)c2c1CSC(C)(C)C2	i	i	9	-5	-3	3	-6	-2	1
COc1ccc(-c2cnc3c(c2)C(=O)N([C@H](C)CO)C[C@H](C)[C@H](CN(C)C(=O)Cc2cccnc2)O3)cc1	i	i	-2	-6	-1	2	2	1	1
Cc1ccc(S(=O)(=O)N2CCN(C(=O)CNC(=O)c3ccc(Br)o3)CC2)cc1	i	i	-9	-4	17	-2	2	1	-2
Cc1ccc(Nc2nc(N)nc(CSc3nnnn3-c3ccccc3)n2)cc1	i	i	-4	-4	0	7	6	2	41*
CC(C)NC(=O)c1cc(C2CCCCN2C(=O)c2ccc(C(C)C)cc2)on1 (stereo unspecified)	i	i	9	1	7	0	-2	1	0

NadD inh, entries above that show a hit.
compound	Rpn11 inh	Neddyl block	PABP1 MLLE inh	SKN-1 block	NadD inh	MT1-MMP act inh	Rin1-Abl PPI inh	CSN deneddyl inh
COc1ccccc1-n1c(SCc2cc(=O)oc3cc(O)ccc23)nc2ccccc2c1=O	i	/	-16	2	32*	-11	1	8

Additional entries follow:
SMILES	Rpn11 inh	Neddyl block	PABP1 MLLE inh	FAS-TE inh	SKN-1 block	NadD inh	MT1-MMP act inh	Rin1-Abl PPI inh	CSN deneddyl inh
O=C(NCc1ccco1)C1CCCN1S(=O)(=O)c1ccc2ccccc2c1 (stereo unspecified)	i	i	11	0	-6	-1	-3	3	0
COc1ccc(CNc2ncnc3sccc23)cc1OC	i	i	-5	-3	-3	-3	-2	1	4
COc1cc(C2NC(=O)c3ccccc3O2)cc(OC)c1OC (stereo unspecified)	i	i	0	-6	3	1	-3	0	-2
Cc1nn(Cc2cccc(C(=O)Nn3cc([N+](=O)[O-])cn3)c2)c(C)c1[N+](=O)[O-]	i	i	5	16	7	0	-4	-5	4
CCN(C(=O)COC(=O)Cc1ccc(F)cc1)c1c(N)n(Cc2ccccc2)c(=O)[nH]c1=O	i	i	-2	-7	-12	4	3	-1	4
CCOc1ccc(CCNC(=O)C2CC=CCC2C(=O)OC(C)C)cc1OCC (stereo unspecified)	i	i	4	-6	3	-5	-1	3	-2
CCN(CC)C(=O)CSc1nc(OC)cc(=O)[nH]1	i	i	13	-13	-4	-3	-2	-3	-12
COc1cccc(C(=O)OCC(=O)N2CCC(Cc3ccccc3)CC2)c1OC	i	i	-2	15	9	-5	2	0	-4
CCOc1ccc2cc(C3CC(c4ccco4)=NN3S(C)(=O)=O)c(=O)[nH]c2c1 (stereo unspecified)	i	i	-41	-4	10	5	2	-4	7
COCCCNC(=S)NNC(=O)c1ccc(S(=O)(=O)N2CCC(C)CC2)cc1	i	i	-15	-2	4	3	1	-3	-7
CCN(CC)CCc1c(C)[nH]c(C(=O)OCc2ccccc2)c1C	i	i	-58	-6	15	-5	5	1	3
CCOC(CNC(=O)c1ccc2c(c1)ncn2-c1ccc(F)c(F)c1)OCC	i	i	8	-8	-1	-2	3	0	-2
CCC(=O)Nc1nc(C)c(-c2csc(Nc3ccc(C(=O)O)cc3)n2)s1	i	i	29	-1	12	1	0	2	0
COc1ccc([N+](=O)[O-])cc1-n1cnnn1	i	i	13	0	-14	-3	2	-3	-8
O=C(/C=C/c1ccc(Br)o1)Nc1nccs1	i	i	-1	2	17	3	2	-3	12
O=C(c1cccs1)N1CCCC(c2nc3c(nnn3Cc3cccc(Cl)c3)c(=O)[nH]2)C1 (stereo unspecified)	i	i	-9	4	6	9	0	0	3
Cc1cccc(C)c1NC(=O)CN1CCN(C(=O)c2ccc(OCc3cn4ccccc4n3)cc2)CC1	i	i	-8	-3	18	-2	7	4	-5
Cc1nc(-c2ccc(Cl)cc2)sc1C1(C)CC(c2cccc(F)c2)=NO1 (stereo unspecified)	i	i	4	15	6	-2	3	-2	6
CC1(C(=O)NCc2ccc(F)c(F)c2)Cc2c(-c3ccc4c(c3)OCO4)ccnc2O1 (stereo unspecified)	i	/	13	25	25	-3	-3	-1	-3
CCOC(=O)c1sc2nccc(N(C)C)c2c1N=CNOC	i	i	0	3	-12	-2	-2	-3	-4
CC(C)(C)NC(=O)CN(C(=O)C(=O)Nc1ccc2c(c1)OCCO2)C1CCCC1	i	i	-26	-4	11	2	2	0	1
O=Cc1cn[nH]c1-c1ccccc1	i	i	-7	-2	7	-3	-6	1	-5

Nothing new here: entries from further up.
SMILES	Rpn11 inh	Neddyl block	PABP1 MLLE inh	FAS-TE inh	SKN-1 block	NadD inh	MT1-MMP act inh	Rin1-Abl PPI inh	CSN deneddyl inh
CCOC(=O)c1sc2nccc(N(C)C)c2c1N=CNOC	i	i	0	3	-12	-2	-2	-3	-4
CC(C)(C)NC(=O)CN(C(=O)C(=O)Nc1ccc2c(c1)OCCO2)C1CCCC1	i	i	-26	-4	11	2	2	0	1
O=Cc1cn[nH]c1-c1ccccc1	i	i	-7	-2	7	-3	-6	1	-5
